Exocytosis inh – blocks lytic granule exocytosis. TALL-104 LAMP-1 surface exposure, flow cytometry; cells stimulated with thapsigargin and PMA. inhibition, % at 10 µM. actives 0.66% (n = 360,000);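 active means inhibition above about 55%, limit read from the data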
m5-HT2A agonist – mouse HTR2A agonism via beta-arrestin recruitment | CHO-K1 mHTR2A beta-arrestin complementation, luminescence; percent of 30 µM serotonin response | activation, % at 7.6 µM | actives 0.66% (n = 360,000);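 active means activation above a run cutoff, the mean activation of all tested compounds plus 3 SD, cut at about 14% in these data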;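 further: 0% = plate median of compound wells and 100% = 30 µM serotonin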
Target sequence (P35363 whole entry, looked up): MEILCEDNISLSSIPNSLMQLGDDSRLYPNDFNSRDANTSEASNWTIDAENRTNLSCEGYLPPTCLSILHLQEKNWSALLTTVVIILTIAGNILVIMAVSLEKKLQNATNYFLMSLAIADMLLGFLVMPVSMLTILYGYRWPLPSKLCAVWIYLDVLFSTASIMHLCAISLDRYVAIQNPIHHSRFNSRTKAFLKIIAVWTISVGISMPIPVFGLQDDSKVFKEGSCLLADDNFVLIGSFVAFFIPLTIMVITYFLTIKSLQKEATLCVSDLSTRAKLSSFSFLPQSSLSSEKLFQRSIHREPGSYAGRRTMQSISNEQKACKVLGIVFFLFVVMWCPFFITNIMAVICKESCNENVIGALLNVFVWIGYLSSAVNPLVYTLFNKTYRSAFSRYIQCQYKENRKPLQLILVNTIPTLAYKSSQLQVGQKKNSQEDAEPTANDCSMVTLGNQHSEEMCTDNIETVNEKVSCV
Cardio protect – protects H9c2 cardiomyocytes from peroxide injury; H2O2 injury protection, ATPLite, 2 h; protection from H2O2 cell death, % at 20 µM; actives 0.63% (n = 360,000); AID 588492;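 active means compounds giving at least 50% protection of heart cells from peroxide-induced death in the single-dose screen, raw or plate-pattern-corrected value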;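 further: 0% = DMSO wells with peroxide and 100% = DMSO wells without peroxide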
aDG glyco act – alpha-DG glycosylation activation; Pro5-aDG cells, alpha-DG glycosylation AlphaScreen (IIH6); 0% Pro5, 100% B10-LARGE cell signal; activation, % at 10 µM; actives 0.22% (n = 360,000);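 active means activation of at least 8% versus controls, or a plate z-score of at least 8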;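 further: Pro5 are CHO cells carrying HIG-tagged alpha-DG that lacks glycosylation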
MC4R barr agon – activates human MC4R beta-arrestin recruitment; P32245; activation, % at 8.9 µM; actives 0.98% (n = 360,000); U2OS MC4R beta-arrestin complementation, luminescence; percent of melanotan II response, DMSO zero; AID 540308;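 active means activation above a per-plate cutoff, the mean activation of sample wells on that plate plus 3 SD, cut at about 8% in these data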
Target sequence (P32245 whole entry, looked up): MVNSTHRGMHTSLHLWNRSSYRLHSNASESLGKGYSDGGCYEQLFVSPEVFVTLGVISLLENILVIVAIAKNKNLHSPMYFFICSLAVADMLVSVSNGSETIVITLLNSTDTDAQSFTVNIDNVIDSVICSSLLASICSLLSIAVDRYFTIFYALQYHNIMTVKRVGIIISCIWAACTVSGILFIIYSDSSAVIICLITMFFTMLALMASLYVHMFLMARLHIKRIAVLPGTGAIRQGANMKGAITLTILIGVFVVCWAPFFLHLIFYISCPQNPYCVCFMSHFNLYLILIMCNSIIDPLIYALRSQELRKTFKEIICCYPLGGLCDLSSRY
ABHD5-PLIN5 inh – ABHD5-PLIN5 protein interaction inhibition; Q00G26+Q8WTS1; Split G. princeps luciferase complementation, luminescence, 4 h; inhibition, % at 4 µM; actives 0.78% (n = 360,000); AID 602281;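 active means inhibition above the mean inhibition across every tested compound plus 3 SD, cut at about 22% in these data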;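 further: 0% = DMSO only wells and the 100% control is not disclosed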
ABCB6 inh 2 – blocks the human ABCB6 transporter | actives 0.19% (n = 360,000) | Q9NP58 | fluorescence ratio to DMSO, % at 10 µM | K562-ABCB6 porphyrin accumulation, flow cytometry, 1 h; hits give low values;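 active means fluorescence ratio to DMSO below 75%, the collection mean minus 3 SD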;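 further: signal is porphyrin accumulated inside mitochondria; 100% equals median channel fluorescence of DMSO control wells; lower ratio means ABCB6 inhibition with less porphyrin fluorescence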
Glyco luc inh – blocks N-linked glycosylation in D54 reporter cells. D54 ERlucT glycosylation luciferase reporter, 24 h; percent of 100 nM tunicamycin response. reporter increase, % at 12.5 µM. actives 0.23% (n = 360,000);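 active means mean luciferase reporter signal, scaled so untreated is 0 and the glycosylation-blocking control 100, at or above a set limit in every replicate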;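 further: luciferase carries N-glycosylation sites so blocking glycosylation raises the light; 0% = median of neutral control wells and 100% = median of 100 nM tunicamycin wells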
MC4R antagonist – blocks human MC4R cAMP signaling; actives 0.48% (n = 360,000); inhibition, % at 6.5 µM; MC4R-expressing cells, MTII-stimulated cAMP, LANCE TR-FRET; P32245;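 active means inhibition above its plate's cutoff, the mean of tested wells on that plate plus 3 SD, cut at about 29% in these data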;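 further: 0% = Melanotan II alone and 100% = Melanotan II plus saturating MCL0020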
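Material: U2OS-MC4R stable cell line | Reagent: Melanotan II challenge after compound preincubation | Doses: One concentration, 6.5 µM nominal | Incubation: 30-min compound preincubation, 1-h Melanotan II challenge, 1-h detection, room temperature | Signal: TR-FRET cAMP assay | Replicates: One well per compound, no replicates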
iPSC survival up – enhancers of human iPSC single-cell survival; survival enhancement, % at 20 µM; hiPSC single-cell survival, ATPlite luminescence; 100% = ROCK inhibitor wells, 0% = DMSO; AID 602274; actives 0.044% (n = 360,000); in the data active means survival enhancement above about 18%;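 further: cells exposed to compounds for 16 hours before the ATP read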
Starred values were filed as active, the others as inactive; · = no result given.

SMILES	Exocytosis inh	m5-HT2A agonist	Cardio protect	aDG glyco act	MC4R barr agon	ABHD5-PLIN5 inh	ABCB6 inh 2	Glyco luc inh	MC4R antagonist	iPSC survival up
O=C(NCc1cc(Cl)cc(Cl)c1)c1ccc2nc([C@@H]3O[C@H](CO)[C@@H](O)[C@H]3O)[nH]c2c1	-6	3	-2	-0.2	-0.5	10	95	1	6	-1.3
CCc1ccc2c(c1)NC(=O)C2(C)Cc1ccc(Cl)s1 (stereo unspecified)	-2	8	-10	-0.1	7.5	-16	97	-1	5	1.6
Cn1c(SCc2cccc(C(F)(F)F)c2)nnc1-c1ccco1	-2	7	-1	0.0	0.2	-2	98	8	12	-0.4
COc1ccc(N2CCN(C(=O)/C=C/[C@H]3O[C@@H](n4ccc(=O)[nH]c4=O)[C@H](O)[C@@H]3O)CC2)cc1	-2	1	-1	0.0	·	1	101	0	·	-1.1
NC(=O)c1ccccc1NC(=O)C(c1ccccc1)c1ccccc1	-2	6	6	0.1	-1.5	0	99	0	-11	0.2
CC12CN(C(=O)c3ccccc3Br)CC(C)(CN(C(=O)c3ccccc3Br)C1)C2=O	4	-1	-3	0.0	0.0	-1	100	0	8	-0.4
CCOC(=O)N1CCC(NC(=O)c2cc3c(-c4ccccc4F)nn(C)c3s2)CC1	7	-1	50*	-0.2	1.4	-5	91	1	-15	0.6
Cc1cc(OCC(=O)Nc2nnc(C3CC3)s2)ccc1C(C)C	5	-5	-1	0.4	1.0	7	92	1	0	-3.1
O=C(NCC1CCCO1)c1cccc2ccccc12 (stereo unspecified)	-4	6	-6	0.2	0.1	6	96	3	-2	2.3
COC(=O)c1cc(S(=O)(=O)n2nc(C)c(Br)c2C)c(Cl)cc1Cl	0	-3	-3	-0.2	-2.3	2	99	3	30*	-4.3
O=C(CCC(=O)c1cccs1)NCc1ccncc1	2	1	-7	-0.2	-2.2	-1	98	0	1	-0.2
NC(=O)c1ccc(NC(=O)CCc2nc3ccccc3s2)cc1	1	2	8	-0.2	-2.5	-5	125	1	-6	0.7
CCn1cc(CN2CCC(n3nccc3NC(=O)c3cccc(F)c3)CC2)cn1	-3	0	0	-0.1	-2.5	1	106	1	2	0.9
CCn1c(SCC(=O)c2ccc3c(c2)OCCO3)nnc1-c1ccco1	0	-5	16	0.3	-1.2	0	91	2	0	2.9
Cn1c(N)c(C(=O)COC(=O)CC(NC(N)=O)c2ccc(Cl)cc2)c(=O)n(C)c1=O (stereo unspecified)	7	-2	1	-0.2	-0.4	1	101	2	5	-0.4
CC1CCCCN1S(=O)(=O)c1ccc(S(=O)(=O)N2CCCC2)cc1 (stereo unspecified)	9	2	-1	0.1	0.0	-2	88	1	5	0.7
Cc1ccc(-n2nnc3c(=O)n(CC(N)=O)cnc32)cc1	-8	5	2	-0.1	-1.2	6	125	3	9	-0.4
C=CCn1c(SCC(=O)NCc2ccc3c(c2)OCO3)nc2scc(-c3ccccc3)c2c1=O	14	-7	16	-0.2	-0.7	2	92	-1	2	-0.8
Cc1cccc(NC(=O)Nc2cc(C)on2)c1	-3	-4	10	-0.2	0.0	-4	88	0	-4	-1.4
N#Cc1cc2cc3c(cc2nc1SCC(=O)N1CCOCC1)OCO3	1	3	-3	0.0	0.5	-12	104	-12	12	-0.3
Cc1nn(Cc2cccc(Oc3ccccc3)c2)c(C)c1NC(=O)NC12CC3CC(CC(C3)C1)C2	2	2	-15	0.8	-3.4	3	90	-5	13	-1.2
COc1ccccc1NC(=O)Nc1ccc2c(c1)OCCO2	-1	-1	-6	-0.1	-2.9	-3	93	-2	-3	-2.4
Cc1ccc(CS(=O)(=O)c2cn(CC(=O)Nc3ccon3)c3ccccc23)cc1	-1	6	-9	0.1	-2.0	-9	102	0	-5	0.0
CCC(C)(C(=O)NC1CCCCC1)N(Cc1ccco1)C(=O)c1ccc2c(c1)OCO2 (stereo unspecified)	2	8	-6	0.6	0.3	-5	95	0	4	-2.9
CC(C)(O)C#Cc1ccc(CN2CCN(Cc3ccccc3)C(CCO)C2)s1 (stereo unspecified)	-2	1	-3	-0.3	1.6	2	98	-2	3	-0.5
CS(=O)(=O)c1ccc(Nc2nc(C(N)Cc3ccc(F)cc3)cs2)cc1 (stereo unspecified)	-11	-2	-6	3.9	-1.3	0	106	-1	-1	2.4
CCOC(=O)N1CCC(NC(=O)c2cc(C(=O)Nc3cccc(C(F)(F)F)c3)ccc2CO)CC1	1	6	-17	0.2	-0.5	6	104	-2	10	-1.0
N#CC(C#N)=NNc1ccc(S(=O)(=O)N2CCCC2)cc1	0	1	-10	-0.4	-1.1	22	97	1	4	-1.1
C=C(C)C(=O)N1CC2(CC(c3cccc(NC(=O)c4ccccc4)c3)=NO2)C[C@@H]1C(N)=O (stereo partly specified)	14	2	-6	-0.2	-1.3	2	88	-1	0	-2.3
COc1ccc([C@H]2CC(=O)C=C(c3ccc4ccccc4c3)C2)cc1OC	4	-1	-6	0.1	-2.6	1	89	-3	8	-2.0
O=C(O)c1ccc(NC(=O)c2ccc3c(c2)C(=O)N(CC2CCCO2)C3=O)cc1 (stereo unspecified)	-8	1	-4	0.0	-0.8	-3	96	2	-3	-0.4
Cc1nc2ccccn2c1C(=O)NNC(=O)Nc1ccccc1	0	5	6	-0.1	0.1	2	96	0	-2	-0.1
CCOC(=O)Nc1sc2c(c1C(=O)OCC)CCC2	-1	1	-6	0.1	2.4	2	98	-1	7	-0.3
COc1ccc(NS(=O)(=O)c2ccc(SC)cc2)c(OC)c1	3	-1	-9	0.3	-0.8	1	104	1	-2	-2.2
COc1ccc(N2C(=O)CC(Sc3nc4ccccc4s3)C2=O)cc1 (stereo unspecified)	47	-4	6	1.2	-2.6	-2	96	0	10	-0.1
C/C(CC(=O)NC(C)(C)C)=N\NC(=O)c1ccccc1N	1	6	6	-0.1	-0.4	2	100	1	-4	0.5
O=C(NNC1CC(=O)N(c2ccc(Br)cc2)C1=O)c1cccnc1 (stereo unspecified)	2	3	2	0.9	-2.7	-2	98	3	1	1.2
COCC(=O)Nc1cc(C(=O)Nc2ccccc2C)ccc1Cl	-2	-2	-7	-0.1	-1.3	3	103	-1	6	-3.3
Cc1cc(OC(C)C(=O)Nc2cccnc2)ccc1Cl (stereo unspecified)	5	-3	-2	0.0	-0.2	3	102	1	2	-0.3
CC(C(=O)O)N1CCCCC1 (stereo unspecified)	11	4	0	0.3	-1.0	2	96	1	-3	-0.1
COc1ccc(OCc2nnc(SCC(=O)NC3CC4CCC3C4)o2)cc1 (stereo unspecified)	-1	5	-8	0.0	-1.0	-7	96	-2	18	0.0
CC(C)OC(=O)c1c(NC(=O)CCC(=O)O)sc2c1CCCCC2	1	4	0	-0.4	1.2	-5	97	-2	9	0.5
NC(=O)N/N=C/c1ccc(OCc2cccc(Cl)c2)cc1	0	4	-7	0.5	1.4	-1	97	3	5	-0.5
O=C(O)c1cc(-c2ccc(Cl)c(Cl)c2)n(-c2ccc(F)cc2)n1	10	5	-4	0.0	1.0	-15	102	-1	24	-0.2
CN(C(=O)COC(=O)c1cccc(S(=O)(=O)N2CCCCCC2)c1)C1CCS(=O)(=O)C1 (stereo unspecified)	0	-1	2	0.1	2.5	9	97	-1	-7	-0.3
O=C(Nc1ccc2ccccc2c1)c1cccc(F)c1	-3	-3	-10	0.2	1.8	-12	101	-10	-3	-0.2
Nc1cc(=O)n(Cc2ccccc2)c(=O)n1Cc1ccccc1	-5	-2	0	0.1	-0.8	6	93	0	7	-0.6
COC(=O)c1c(C)[nH]c(C=O)c1-c1ccccc1	15	-1	-3	-0.1	1.2	6	102	2	7	0.3
COc1ccc(NC(=O)c2ccc(-c3ccc(OC)cc3)s2)cc1	3	0	3	-0.2	8.5*	8	95	0	-8	-0.2
O=C(c1noc2c1CCCC2)N1CCC(CO)(Cc2ccccc2Cl)CC1	-5	-3	3	0.1	-1.8	0	103	-4	0	0.1

Further entries:
SMILES	Exocytosis inh	m5-HT2A agonist	Cardio protect	aDG glyco act	MC4R barr agon	ABHD5-PLIN5 inh	ABCB6 inh 2	Glyco luc inh	MC4R antagonist	iPSC survival up
CCn1c(C)nnc1SCC(=O)Nc1ccc(OC)cc1	3	1	2	-0.3	-1.2	1	110	0	15	-0.8
COc1ccc([C@@H]2[C@H]3C(=O)N(c4cccc(C(F)(F)F)c4)C(=O)[C@H]3ON2C)cc1	6	0	-3	0.2	-0.4	3	100	2	22	2.4
COc1ccc(N2CCN(CCS(=O)(=O)c3cc(Cl)ccc3Cl)CC2)cc1	1	-1	-3	0.2	0.3	-7	102	0	2	-1.3
COc1ccc(CCNC(=O)CSc2cn(Cc3cccc(C)c3)c3ccccc23)cc1OC	3	5	-7	0.1	0.2	3	89	-6	13	-4.2
CCn1c(CCCOc2ccc(Cl)cc2Cl)n[nH]c1=S	-13	9	-8	0.9	-0.8	-1	138	1	-8	-0.5
COc1ccc(/C=C2\SC(=N)N(c3ccc(F)cc3)C2=O)cc1OC	3	-4	-1	0.4	-0.4	-3	102	7	9	1.4
NC(CSC(c1ccccc1)(c1ccccc1)c1ccc2c(c1)OCO2)C(=O)O (stereo unspecified)	0	0	-6	0.2	1.3	-19	101	1	25	0.7
c1ccc2c(Nc3nc(N4CCOCC4)c4ccccc4n3)cccc2c1	-2	-7	-8	0.1	-0.3	-1	99	-5	0	-1.7
ON=C1c2ccccc2-c2ccc(F)cc21	-2	-9	-5	-0.2	-0.8	-11	99	-3	-2	3.0
O=C(Nc1nccs1)C1CCN(S(=O)(=O)c2ccc(F)cc2)CC1	-2	-3	-1	0.0	2.9	-4	98	0	9	0.2

MC4R antagonist: hit marks shown above.
Molecule | Exocytosis inh | m5-HT2A agonist | aDG glyco act | MC4R barr agon | ABHD5-PLIN5 inh | ABCB6 inh 2 | Glyco luc inh | MC4R antagonist
COC(=O)c1cc(S(=O)(=O)n2nc(C)c(Br)c2C)c(Cl)cc1Cl | 0 | -3 | -0.2 | -2.3 | 2 | 99 | 3 | 30*

Other entries follow.
SMILES	Exocytosis inh	m5-HT2A agonist	Cardio protect	aDG glyco act	MC4R barr agon	ABHD5-PLIN5 inh	ABCB6 inh 2	Glyco luc inh	MC4R antagonist	iPSC survival up
COc1ccccc1CNC(=O)COC(=O)c1ncc(Cl)c(Cl)c1Cl	-1	4	2	0.3	-2.5	4	95	0	8	0.0
c1cncc(-c2nc(N3CCOCC3)c3c4c(sc3n2)CCC4)c1	2	0	16	0.1	2.5	-3	89	11	4	0.6
O=C(O)c1ccc(/C=C2\SC(=S)N(NC(=O)c3ccccc3[N+](=O)[O-])C2=O)cc1	-7	-6	10	0.0	-0.7	-1	93	-2	-4	-0.4
O=C(/C=C\Nc1ccc2c(c1)OCO2)c1ccc(Cl)s1	4	1	-22	0.9	-0.9	-9	102	-3	26	-2.0
O=C(NCCC1=CCCCC1)C(=O)c1c[nH]c2ccccc12	1	-2	-2	-0.1	-1.5	-3	94	1	8	-0.9
CCOc1cc(N2CCOCC2)c(OCC)cc1NC(=O)COC(=O)c1ccc(Cl)nc1	-18	-4	19	-0.3	-0.8	6	97	1	2	-3.0
Cc1ccc(-n2nnnc2-c2ccco2)cc1	-2	-2	7	-0.2	-1.7	-8	89	0	-4	0.0
